# Source: PubChem (Sanford-Burnham Center for Chemical Genomics)
# UPR CHOP act – apoptotic UPR (CHOP) activation | CHO-CHOP luciferase reporter, luminescence; percent of tunicamycin response over DMSO baseline | activation, % at 10 µM | 330,000 tested, 0.34% active | AID 449763;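 active = at 10 µM dose, activation of 40% or more, normalized to positive control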;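 also: 100% = tunicamycin at 10 µg/mL and 0% = DMSO alone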
#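 Assay system: CHO cells with stable CHOP pathway luciferase reporter; Buffer or medium: F12 plus 10% serum; Times: 16-18 h cell attachment, then 6 h compound exposure, 37 °C; Signal: luciferase luminescence; Read-out basis: percent activation relative to tunicamycin control; Control set: tunicamycin high control, DMSO low control.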
# TIM10 inh – growth inhibitors of TIM10 yeast strain; S. cerevisiae TIM10 strain growth, BacTiter-Glo luminescence, 24 h; inhibition, % at 10 µM; 330,000 tested, 1.4% active;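 active = inhibition of 40% or more at the single tested concentration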;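 also: wild-type TIM10 isogenic control strain grown at permissive 25 °C; 0% = DMSO yeast wells and 100% = minimal medium wells without yeast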
# Jurkat NFkB inh – inhibitors of the PMA/ionomycin-induced NF-kB reporter in Jurkat cells | inhibition, % at 4 µM | AID 435003 | PMA/ionomycin-induced NF-kB luciferase reporter, luminescence | 330,000 tested, 0.53% active; in the data active = inhibition above about 50%
# 697 NFkB inh – inhibitors of the PMA/ionomycin-induced NF-kB reporter in 697 B cells; 697 B-cell NF-kB luciferase reporter, 16 h; inhibition, % at 4 µM; 330,000 tested, 0.33% active; in the data active = inhibition above about 35%
# tim10-1 inh – tim10-1 yeast growth inhibition; 330,000 tested, 2.2% active; S. cerevisiae tim10-1 ts strain growth, BacTiter-Glo, 24 h; inhibition, % at 20 µM;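 active = inhibition of at least 40%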;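 also: mutant grown at 25 °C; 0% = DMSO wells with yeast and 100% = wells holding no yeast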
# tim23-1 inh – growth inhibitors of tim23-1 mutant yeast. 330,000 tested, 1.3% active. AID 463212. S. cerevisiae tim23-1 growth, BacTiter-Glo luminescence, 24 h. inhibition, % at 20 µM;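 active = growth inhibition of the mutant yeast at or above 50%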;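 also: temperature-sensitive mutant grown at 25 °C; plate controls were DMSO-treated mutant yeast for no effect and medium wells lacking yeast for full effect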
# UPR XBP1 act – activators of adaptive arm of unfolded protein response (XBP1); CHO-XBP1 luciferase reporter, IRE1-XBP1 UPR activation, luminescence; percent of tunicamycin response, DMSO as zero; activation, % at 20 µM; 330,000 tested, 0.33% active;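 active = versus positive control, 20 µM dose yields 30% or more activation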;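 also: 100% = tunicamycin at 10 µg/mL and 0% = DMSO only wells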
#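 assay system = CHO-XBP1 luciferase reporter cells | amount = 1000 cells/well | buffer or medium = F12 plus 10% FBS | compound dosing = single point, 20 µM final compound, 1% DMSO | incubation = 16-18 h cell attachment at 37 °C, then 6 h compound exposure | detection = Steady-Glo luminescence read | controls = tunicamycin 10 µg/mL and vehicle-only wells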
# Mdm2-MdmX inh – human Mdm2/MdmX binding inhibition. 330,000 tested, 3% active. SaOS-2 split-luciferase Mdm2/MdmX complementation, luminescence. O15151+Q00987. inhibition, % at 8 µM. AID 485346;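 active = inhibition of at least 50% at 8 µM in the primary screen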
# Target sequence (O15151 whole entry, looked up): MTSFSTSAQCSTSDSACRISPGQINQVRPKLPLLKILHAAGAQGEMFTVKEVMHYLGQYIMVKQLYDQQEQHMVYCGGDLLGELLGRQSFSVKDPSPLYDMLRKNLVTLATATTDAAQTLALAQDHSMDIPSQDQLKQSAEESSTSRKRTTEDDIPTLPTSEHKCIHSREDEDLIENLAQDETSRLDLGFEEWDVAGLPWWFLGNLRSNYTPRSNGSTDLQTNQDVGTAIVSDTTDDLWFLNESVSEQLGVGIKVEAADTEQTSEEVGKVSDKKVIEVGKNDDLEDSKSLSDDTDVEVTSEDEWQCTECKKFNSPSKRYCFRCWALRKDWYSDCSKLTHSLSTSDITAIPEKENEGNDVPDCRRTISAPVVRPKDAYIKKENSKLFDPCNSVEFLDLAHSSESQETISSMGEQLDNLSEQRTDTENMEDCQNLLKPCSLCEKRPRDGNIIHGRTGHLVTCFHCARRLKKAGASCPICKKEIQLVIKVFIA
# Target sequence (Q00987 whole entry, looked up): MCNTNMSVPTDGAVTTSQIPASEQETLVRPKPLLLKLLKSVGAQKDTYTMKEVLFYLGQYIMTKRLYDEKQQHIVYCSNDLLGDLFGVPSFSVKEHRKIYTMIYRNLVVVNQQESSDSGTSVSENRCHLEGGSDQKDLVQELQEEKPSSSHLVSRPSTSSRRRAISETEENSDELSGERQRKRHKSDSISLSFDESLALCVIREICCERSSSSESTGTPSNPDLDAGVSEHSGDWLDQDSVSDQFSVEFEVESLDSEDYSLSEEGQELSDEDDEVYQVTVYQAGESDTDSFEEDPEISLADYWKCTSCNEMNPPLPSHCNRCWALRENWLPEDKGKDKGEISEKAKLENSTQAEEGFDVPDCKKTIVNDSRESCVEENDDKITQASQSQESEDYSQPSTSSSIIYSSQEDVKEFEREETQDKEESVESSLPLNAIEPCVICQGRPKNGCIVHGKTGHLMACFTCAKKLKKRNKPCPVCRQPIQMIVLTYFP
# The depositor's hits bear a star.
SMILES,UPR CHOP act,TIM10 inh,Jurkat NFkB inh,697 NFkB inh,tim10-1 inh,tim23-1 inh,UPR XBP1 act,Mdm2-MdmX inh
Cc1[nH]nc2c1C(c1cc(Br)cs1)C(C#N)=C(N)O2 (centres undefined),18,30,8,-16,53*,61*,7,70*
O=C(c1ccccc1)c1cn[nH]c1-c1ccccc1O,-3.4,17,-6,7,8,5,-6,-1
CCN(C(=O)CSc1ccc(S(=O)(=O)N2CCOCC2)cn1)c1ccccc1,-1.5,12,25,-8,29,28,-1,0
COc1cccc(NC(=O)Nc2ccc(Br)cn2)c1,8.9,7,-55,-67,4,14,4,-31
CC(C)(C)N(Cc1cc2ccccc2[nH]c1=O)C(=O)c1ccco1,1.1,22,12,17,11,-1,-3,19
Cn1ncn2c(=O)c3c(nc12)-c1ccccc1CC31CCCC1,0.3,-3,0,13,0,19,0,10
O=C(Nc1cccc(S(=O)(=O)NC2=NCCC2)c1)c1ccccc1,-0.6,2,-4,18,-10,-11,-3,7
O=C(O)c1ccc(O)c(O)c1,-0.6,-6,-15,5,-20,-11,1,-15
COC(=O)c1sc2ccccc2c1-n1cccc1C(=O)C(=O)Nc1ccc(F)cc1,-0.8,-13,14,25,17,11,-4,21
COc1ccc(NC(=O)CCc2nc(-c3ccc(C)cc3)no2)c(OC)c1,-2.4,-9,-1,17,-4,-13,-4,0
Cc1ccc(C(C(=O)NCC2CCCO2)N(C(=O)c2snc(C(N)=O)c2N)c2ccc(C)c(C)c2)o1 (centres undefined),3.0,14,5,8,6,22,-4,11
O=C(OCCCCN1C(=O)c2ccccc2C1=O)c1ccc(S(=O)(=O)N2CCCC2)cc1,-0.6,13,0,23,0,0,2,-3

# Entries of single compounds from above.
# `O=C(Nc1cccc(S(=O)(=O)NC2=NCCC2)c1)c1ccccc1` across the screens: UPR CHOP act: -0.6; TIM10 inh: 2; Jurkat NFkB inh: -4; 697 NFkB inh: 18; tim10-1 inh: -10; tim23-1 inh: -11; UPR XBP1 act: -3; Mdm2-MdmX inh: 7
# `O=C(OCCCCN1C(=O)c2ccccc2C1=O)c1ccc(S(=O)(=O)N2CCCC2)cc1` across the screens: UPR CHOP act: -0.6; TIM10 inh: 13; Jurkat NFkB inh: 0; 697 NFkB inh: 23; tim10-1 inh: 0; tim23-1 inh: 0; UPR XBP1 act: 2; Mdm2-MdmX inh: -3

# Next entries.
SMILES,UPR CHOP act,TIM10 inh,Jurkat NFkB inh,697 NFkB inh,tim10-1 inh,tim23-1 inh,UPR XBP1 act,Mdm2-MdmX inh
Cc1ccccc1OCCCN1CCOCC1,0.5,-24,-3,30,6,-1,-1,13
Oc1ccc(Nc2ncnc3c2oc2ccccc23)cc1,14,8,-56,-29,-11,25,18,23
Cc1oc2cc3oc(=O)c(CCC(=O)NCCCC(=O)O)c(C)c3cc2c1C,0.3,1,-3,13,21,14,-2,1
C=CCOc1ccc2c(CC)cc(=O)oc2c1C,0.8,10,-9,3,10,19,4,20
Cc1ccccc1C(=O)N/N=C1/SCC(=O)N1Cc1ccccc1,-3.5,5,10,0,12,6,1,7
CSc1c(CC(=O)Nc2ccccc2)n(C)c2ccccc12,0.7,-3,-26,-124,-1,2,-5,50*
CC(C(=O)N1CCOCC1)N1C(=O)c2ccccc2C1=O (centres undefined),-1.0,5,1,4,-8,3,0,5
Cc1nc2ccccc2c(=O)n1NC(=O)C1CCC(C(C)(C)C)CC1 (centres undefined),-1.3,9,7,5,10,-4,2,30
Cc1nc(N2CCOCC2)c2cc(-c3ccccc3)sc2n1,0.2,-1,-18,0,26,22,0,10
CCOc1ccc(C(=O)COC(=O)Cc2n[nH]c(=O)c3ccccc23)cc1,-0.7,-9,55*,-7,-17,-3,-1,57*
COc1cc(C(=O)N/C(=C/c2ccc(F)cc2)C(=O)NC(C(=O)O)c2ccccc2)cc(OC)c1OC (centres undefined),0.8,-4,5,4,20,14,-1,6
C=CCNC(=O)c1cc(C(=O)C(C)c2ncc(C(F)(F)F)cc2Cl)c[nH]1 (centres undefined),-0.6,5,7,-1,17,20,2,15
N#C/C(=C\c1ccc([N+](=O)[O-])o1)c1nc2ccccc2[nH]1,-8.4,59*,25,-6,28,-144,-6,97*
O=C(Nc1ccon1)c1sc2ccccc2c1Cl,1.5,5,-56,7,9,-5,1,-16
CCC(C)(C)NC(=O)C(c1ccc(OC)cc1)N(C(=O)CCC(=O)Nc1cc(C)on1)c1ccc2c(c1)OCO2 (centres undefined),1.1,15,5,12,19,13,-6,0
O=C(NCc1ccccc1)C1CCC(CNS(=O)(=O)c2cccs2)CC1 (centres undefined),0.1,-26,2,19,4,6,-2,20
CCOc1cc(C2NC(=O)NC(C)=C2C(=O)OCC2CCCCC2)ccc1O (centres undefined),0.3,7,5,-8,15,12,-3,20
CCc1ccc(OCC(=O)NC(=S)Nc2ccc(C)cc2C)c(Br)c1,1.9,-8,-6,-3,4,-14,-3,3
CSc1ncccc1C(=O)OCC(=O)NC1CC1,1.6,-4,-8,19,-16,6,0,1
CC(C)c1ccc(OCc2ccc(C(=O)N3CCCC3)o2)cc1,4.7,-4,-36,-86,27,20,0,-41
CCOc1cc2[nH]c(=S)n(Cc3ccc(C)o3)c(=O)c2cc1OCC,1.2,2,1,6,4,2,-1,9
Cc1ccc(NC(=O)c2ccc(-n3cncn3)c([N+](=O)[O-])c2)cc1,-2.3,-7,-16,-7,20,3,-1,-20
CCN(CC)S(=O)(=O)c1ccc(OC)c(NC(=O)c2cc([N+](=O)[O-])ccc2Cl)c1,16,20,21,34,18,-2,-4,-28
O=C(N/N=C/c1cccnc1)c1cccc(N2CCCC2=O)c1,2.3,-8,-21,-20,15,2,-1,-5
CN(c1ccccc1)S(=O)(=O)c1cc(Cl)ccc1Cl,0.1,4,4,21,-1,5,-4,16
CCn1cc(C(=O)OCC(=O)Nc2ccc(S(=O)(=O)N3CCCC3)cc2)c(=O)c2ccc(C)nc21,-0.5,18,11,3,8,-13,10,6
C=CCOc1ccc(/C=N/NC(=O)C(C)Sc2ccccn2)cc1OCC (centres undefined),-2.0,6,-4,-2,24,18,1,8
O=C(c1ccccc1Cl)N1CCc2ccccc2C1,0.8,-14,7,6,33,16,3,2
O=C(C1CCC(C(=O)N2CCc3ccccc32)CC1)N1CCc2ccccc21 (centres undefined),-0.1,-7,-11,-19,10,12,-4,5
Cc1ccnc(NS(=O)(=O)c2ccc(NS(C)(=O)=O)cc2)n1,0.5,-16,10,11,9,-5,0,-2
COc1cccc(/C=C2\SC(=S)N(CCC(=O)NCCc3ccc(O)cc3)C2=O)c1,1.4,26,18,-17,27,29,-5,99*
CCOc1ccc(S(=O)(=O)Nc2cc(NS(=O)(=O)c3ccc(OCC)cc3)cc(C(=O)O)c2)cc1,0.5,10,-6,8,23,19,0,-10
O=S(=O)(Nc1ccc2c(c1)OCO2)c1cccc(Br)c1,1.3,0,3,19,1,19,0,14
CN(C(=O)c1cc([N+](=O)[O-])ccc1NCc1cccnc1)c1ccccc1,2.1,-4,-2,-11,10,20,-3,-12
Cc1nn(C)c(C)c1NC(=O)c1ccccc1NC(=O)Nc1ccccc1,0.9,10,-2,11,15,-3,1,-13
OC1(c2ccccc2Cl)NN=C2CCCCCN21 (centres undefined),-0.6,5,7,2,8,6,0,-10
O=C(NC1CCS(=O)(=O)C1)c1cccc(S(=O)(=O)N2CCCCCC2)c1 (centres undefined),0.6,-6,-2,21,4,2,-3,-5
O=C(NCCc1cn2ccccc2n1)c1cc(COc2ccc3ncccc3c2)on1,5.2,4,18,-10,-16,11,2,1
COc1cc(/C=C(\C#N)C(=O)Nc2ccccc2F)ccc1OCCN1CCOCC1,0.3,15,-3,-27,14,25,-2,19
Cc1cc(C)c(CN2CCC(n3nccc3NC(=O)c3ccccc3Cl)CC2)cc1C,1.7,11,-6,-25,24,12,-1,-17
O=C(/C=C/c1ccccc1)N/C(=C/c1ccccc1)C(=O)N1CCOCC1,3.0,14,33,-70,9,18,0,-7
CCc1ccccc1NC(=O)C1CCCN(S(=O)(=O)c2c(C)noc2C)C1 (centres undefined),0.5,13,5,0,10,3,-2,-3
COc1cccc(C(=O)OCC(=O)NCc2ccc3c(c2)OCO3)c1OC,-1.5,-4,-1,7,4,7,-3,8
Brc1ccc(-c2csc3ncnc(-n4nnc5ccccc54)c23)cc1,0.9,14,1,-30,45*,49,2,8
CCN1CCN(c2ncc3c(n2)CC(c2ccc(OC)c(OC)c2)CC3=O)CC1 (centres undefined),-2.4,-12,32,-28,11,4,-2,23
Cc1ccccc1N=Nc1c(C)[nH]n(C(N)=S)c1=O,5.6,31,-18,-53,41*,31,3,-38
Nc1c(-c2ccc3c(c2)OCCO3)oc2ccccc2c1=O,0.7,27,-47,-60,27,29,3,-39
CCOC(=O)c1ccc(S(=O)(=O)NNC(=O)c2ccc3c(c2)nc(C)n3CC)cc1,0.2,4,-4,21,12,3,3,-5
CN(C)S(=O)(=O)c1cccc(NC(=O)Cn2cnc3ccccc3c2=O)c1,-0.1,9,-7,-5,-9,6,0,-26
Nc1nc(-c2ccc(Cl)cc2)cc(C(F)(F)F)n1,1.2,-18,-5,9,14,16,1,-4
Cc1ccc(Cn2c(C3CCCN3c3nc(-c4ccc(F)cc4)cs3)nc3cc(C(F)(F)F)ccc32)cc1 (centres undefined),-0.6,7,-7,-22,11,14,5,21
CCOC(=O)C1CCCCN1Cc1cccc(F)c1 (centres undefined),-0.7,7,4,-3,1,7,-5,2
Nc1nc(N)c(N=Nc2ccc(S(N)(=O)=O)cc2)c(=O)[nH]1,2.6,-5,-11,4,25,15,0,-24
CCN(CC)CCCNC(=O)C1CCC(=O)N(c2ccc(OC)cc2)C1c1ccc(F)cc1 (centres undefined),-2.0,-4,1,6,12,5,0,11
O=C(CCCc1ccccc1)NCCCc1ccccc1,0.2,4,-3,13,7,12,-1,18
Cc1[nH]c2ccccc2c1C(=O)CN1C(=O)NC2(CC(C)CC(C)(C)C2)C1=O (centres undefined),-0.8,12,16,38*,5,25,-3,0
CCN(CC(=O)Nc1ccccc1OC)C(=O)c1ccc(NC(=O)c2cccs2)cc1,-1.7,10,18,13,10,9,1,-3
COc1ccc(-n2nc3c(c2NC(=O)C(C)Cl)CSC3)cc1 (centres undefined),-1.6,2,-8,-11,0,2,0,14
O=C(Nc1cc(S(=O)(=O)N2CCOCC2)ccc1Cl)c1cc(=O)c2ccccc2o1,0.5,17,3,0,20,15,12,16
COc1ccc(N(CC(=O)Nc2cccc(C)c2C)S(=O)(=O)c2c(C)[nH]c(=O)[nH]c2=O)cc1,-1.1,10,1,-4,15,22,1,-12
CCCC(C)NC(=O)COC(=O)c1ccc2c(c1)C(=O)N(Cc1ccco1)C2=O (centres undefined),-0.4,7,-9,3,-11,14,-7,8
Cc1ccc(OCC(O)CN2CCOCC2)cc1 (centres undefined),-0.8,-7,-9,3,-2,40,0,14

# Reformatted with two lines to a compound: four of the compounds above
# Under each structure: UPR CHOP act, TIM10 inh, Jurkat NFkB inh, 697 NFkB inh, tim10-1 inh, tim23-1 inh, UPR XBP1 act, Mdm2-MdmX inh
- COc1ccc(-n2nc3c(c2NC(=O)C(C)Cl)CSC3)cc1 (centres undefined)
    -1.6, 2, -8, -11, 0, 2, 0, 14
- Nc1nc(N)c(N=Nc2ccc(S(N)(=O)=O)cc2)c(=O)[nH]1
    2.6, -5, -11, 4, 25, 15, 0, -24
- CCOC(=O)C1CCCCN1Cc1cccc(F)c1 (centres undefined)
    -0.7, 7, 4, -3, 1, 7, -5, 2
- CCCC(C)NC(=O)COC(=O)c1ccc2c(c1)C(=O)N(Cc1ccco1)C2=O (centres undefined)
    -0.4, 7, -9, 3, -11, 14, -7, 8

# The order is random. Share with any hit: about 6.6%.
